Bioassay records deposited in PubChem BioAssay by National Center for Advancing Translational Sciences (NCATS).
Anesthetic bind – binds horse apoferritin like a general anesthetic. apoferritin/1-aminoanthracene competitive binding, fluorescence. Potency, µM (series often up to 77.5 µM), without a hit: at the highest dose activity change, negative = displacement, usual class: inhibitors. hit rate 0.074% among 350,000; note: potency is the fitted concentration of half-maximal effect; % is set by controls: 0 for no effect and ±100 for the full control effect; nearly all actives have a fitted effect of over 20% in size
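Horse-spleen apoferritin (10 uM) was mixed with 50% saturated 1-aminoanthracene in PBS, exposed to compounds for 10 min at room temperature, and read for fluorescence (ex 380 nm, em 535 nm). Competitive displacement was fitted with a four-parameter Hill equation.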
POLH inh – DNA polymerase eta (human) inhibition; recombinant Pol eta, fluorescent DNA replication assay; Potency, µM (titrated, usually from 114 µM), inactives show at the highest dose activity change, negative = inhibition, most hits filed as inhibitors; hit rate 1.2% among 390,000; note: potency is the fitted concentration of half-maximal effect; % is set by controls: 0 for no effect and ±100 for the full control effect
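Pol eta at 10 nM preincubated with compounds 15 min at room temperature; reaction started with fluorescent substrate (50 nM final) and read kinetically at 0 and 10 min.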
ALOX12 inh – blocks human arachidonate 12S-lipoxygenase. P18054. purified 12hLO, xylenol orange hydroperoxide absorbance. Potency, µM (highest dose often 108 µM), without a hit: at the highest dose activity change, negative = inhibition, most hits filed as inhibitors. hit rate 1.1% among 580,000; note: potency is the fitted concentration of half-maximal effect; % is set by controls: 0 for no effect and ±100 for the full control effect
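Hydroperoxide product was detected by ferrous iron/xylenol orange as the 573 to 405 nm absorbance ratio. Arachidonic acid at 40 uM (final) was turned over for 30 min at room temperature by 150 nM human 12hLO, pH 7.0 Hepes buffer, after 15 min compound preincubation.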
LDHA block – inhibitors of human lactate dehydrogenase A; activity change, % (values are at about 110 or 230 µM); P00338; purified LDHA, NADH/diaphorase-resazurin fluorescence; active compounds read low; hit rate 0.15% among 480,000; in the data active = activity change below about -30%; inconclusive = mostly about -25% to -30%;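 note: plate controls were DMSO wells for no effect and wells without enzyme for full effect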
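Human LDH5 (2 nM) was incubated with 0.06 mM NADH and 0.2 mM pyruvate for 5 min at room temperature in Tris pH 7.4. Remaining NADH was coupled through diaphorase/resazurin, and resorufin fluorescence was read at 0 and 20 min.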
APEX1 inh – APE1 (human) endonuclease inhibition. hit rate 0.35% among 350,000. recombinant APE1, TAMRA/BHQ-2 abasic DNA cleavage fluorescence. Potency, µM (series often up to 65.8 µM), for the others: at the highest dose activity change, negative = inhibition, usual class: inhibitors. P27695. AID 2517;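 note: potency is the fitted concentration of half-maximal effect; plate controls were vehicle for no effect and reference inhibitor for full effect; nearly all actives have a fitted effect of over 55% in size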
Target sequence (P27695 whole entry, looked up): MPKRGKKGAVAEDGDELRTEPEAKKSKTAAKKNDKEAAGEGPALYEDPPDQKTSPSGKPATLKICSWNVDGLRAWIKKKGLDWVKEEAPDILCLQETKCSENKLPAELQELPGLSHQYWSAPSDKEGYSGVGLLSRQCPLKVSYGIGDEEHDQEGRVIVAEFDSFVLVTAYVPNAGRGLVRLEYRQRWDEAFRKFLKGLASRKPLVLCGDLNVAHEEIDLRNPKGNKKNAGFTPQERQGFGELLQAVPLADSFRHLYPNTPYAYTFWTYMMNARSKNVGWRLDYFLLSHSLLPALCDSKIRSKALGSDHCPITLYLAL
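Enzyme (0.75 nM final) and test compound are incubated 15 min at room temperature before adding 50 nM quenched THF abasic-site duplex. Cleavage dequenches TAMRA, followed at 525/598 nm over three reads one minute apart.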
Pol kappa inh – DNA polymerase kappa (human) inhibition; Q9UBT6; Potency, µM (top dose mostly 107 µM), for the others: at the highest dose activity, negative = inhibition, usual class: inhibitors; hit rate 0.53% among 400,000; purified Pol kappa, fluorescent DNA synthesis assay, 10 min; note: potency is the fitted concentration of half-maximal effect; % is set by controls: 0 for no effect and ±100 for the full control effect
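Here, compound and 10 nM enzyme are combined for 15 min at room temperature; adding 50 nM substrate (final) starts DNA synthesis, tracked by fluorescence at 0 and 10 min against buffer-only wells.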
RGS4 inhibitor – blocks human RGS4-accelerated GTP hydrolysis. Transcreener GDP fluorescence polarization, RGS4-accelerated GTP hydrolysis. Potency, µM (titrated, usually from 114 µM), inactives show at the highest dose activity change, negative = inhibition, most hits filed as inhibitors. hit rate 0.039% among 390,000. AID 504845; note: potency is the fitted concentration of half-maximal effect; % is set by controls: 0 for no effect and ±100 for the full control effect; nearly all actives have a fitted effect of over 75% in size; some results filed as inactive show a strong effect at the top dose
Target sequence (P49798 whole entry, looked up): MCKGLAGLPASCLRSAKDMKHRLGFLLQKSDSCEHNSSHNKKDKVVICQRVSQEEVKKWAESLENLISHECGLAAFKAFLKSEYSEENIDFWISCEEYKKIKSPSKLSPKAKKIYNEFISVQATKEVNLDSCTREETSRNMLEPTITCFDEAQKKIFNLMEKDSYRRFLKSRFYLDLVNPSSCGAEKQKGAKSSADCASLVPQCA
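MLSMR compounds (23 nl, pin-transferred) preincubated 10 min at room temperature with a 500nM (2x) first reagent, then RGS4 at 900nM (2x) plus Transcreener GDP mix added; fluorescence polarization (620/688 nm) read before and after 90 min at 30 °C.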
ERG Ets-DNA blk – ERG Ets/DNA interaction inhibition; fluorescence polarization, His-ERG Ets domain / labelled DNA; Potency, µM (doses to about 76.9 µM), for the others: top-dose FP activity, negative = inhibition, hits mostly inhibitors; hit rate 0.028% among 370,000; AID 624246; active = well fitted inhibition curve with a large enough effect in the polarisation, with a control signal flat; inconclusive = small, poorly fitted or top-dose-only effect, or effect the other way, or a change in a side signal; inactive = no such curve, though single readings can be large or run the other way; the % refers to the polarisation;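 note: polarization taken with two DNA probes labelled with fluorescein and Texas red; potency is the fitted concentration of half-maximal effect; % of control where 0% means no effect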
Target sequence (P11308 whole entry, looked up, the tested form may be a part): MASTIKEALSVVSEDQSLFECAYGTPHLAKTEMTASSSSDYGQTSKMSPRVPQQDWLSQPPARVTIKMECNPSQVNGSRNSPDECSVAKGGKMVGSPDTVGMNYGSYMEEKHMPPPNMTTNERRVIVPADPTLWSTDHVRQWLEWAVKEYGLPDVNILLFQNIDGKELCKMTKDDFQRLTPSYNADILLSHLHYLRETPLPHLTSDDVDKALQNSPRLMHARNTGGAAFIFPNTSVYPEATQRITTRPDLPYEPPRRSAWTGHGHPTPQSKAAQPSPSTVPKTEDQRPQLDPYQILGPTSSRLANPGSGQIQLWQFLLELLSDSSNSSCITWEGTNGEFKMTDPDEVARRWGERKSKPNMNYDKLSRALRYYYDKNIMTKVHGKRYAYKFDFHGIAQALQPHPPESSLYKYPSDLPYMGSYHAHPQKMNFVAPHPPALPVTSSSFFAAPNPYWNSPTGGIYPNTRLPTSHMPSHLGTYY
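His-tagged ERG Ets domain (1 uM in the protein solution; 300mM KCl, 50mM Tris-HCl, 1mM EDTA, 1mM DTT, pH 7.5) received compound, then a probe mix of 5 nM fluorescein-DNA and 100nM Texas-615-DNA. Fluorescence polarization was read for both dyes.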
POLB inh – blocks human DNA polymerase beta activity; P06746; Pol beta primer extension/strand displacement, fluorescence kinetic; Potency, µM (top dose mostly 114 µM), for the others: at the highest dose activity change, negative = inhibition, actives largely listed as inhibitors; hit rate 1.3% among 340,000; AID 485314; note: potency is the fitted concentration of half-maximal effect; % is set by controls: 0 for no effect and ±100 for the full control effect
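Enzyme-only controls used 10 nM Pol beta; buffer lacking enzyme served as negative control. Compound preincubated 15 min, then 50 nM substrate added; 0 and 10 min reads at room temperature.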
* marks the source's active call; other numbers are inactive results; ? = inconclusive; . = no result given; & = joins results of further samples; [ ] = dose if it differs, or a comment. Unless noted, calls come from the whole dose curve; as a rule, active = well fitted curve in the direction sought with a large enough effect; inconclusive = small, poorly fitted or top-dose-only effect, or another doubt; inactive = no such curve, though single readings can be large; an effect the other way counts as inactive or inconclusive. An excerpt, so the mix of outcomes need not match the whole.

A first look:
Value order – Anesthetic bind	POLH inh	ALOX12 inh	LDHA block	APEX1 inh	Pol kappa inh	RGS4 inhibitor	ERG Ets-DNA blk	POLB inh
#1 COc1ccc(O)c(C(=O)c2cc(C(=O)NCCc3ccccc3)c(=O)n(CCc3ccccc3)c2)c1
  -14%	-7%	-19%	-3	?	-10%	12%	3%	2%
#2 O=C(CN1C(=O)S/C(=C/c2ccncc2)C1=O)N1CCOCC1
  -12%	-3%	0%	1	-2%	-7%	8%	-3%	9%
#3 CCCCC(=O)Nc1ccc(NC(=O)C(C)C)cn1
  -17%	13%	0%	-1	-5%	2%	-3%	5%	9%
#4 CCOc1ccc(NC(=O)CN(c2ccc(OC)cc2)S(=O)(=O)c2cccs2)cc1
  .	-2%	0%	-5	5%	-9%	-2%	-3%	.

This part in full (from the top)
Value order – Anesthetic bind	POLH inh	ALOX12 inh	LDHA block	APEX1 inh	Pol kappa inh	RGS4 inhibitor	ERG Ets-DNA blk	POLB inh
#1 COc1ccc(O)c(C(=O)c2cc(C(=O)NCCc3ccccc3)c(=O)n(CCc3ccccc3)c2)c1
  -14%	-7%	-19%	-3	?	-10%	12%	3%	2%
#2 O=C(CN1C(=O)S/C(=C/c2ccncc2)C1=O)N1CCOCC1
  -12%	-3%	0%	1	-2%	-7%	8%	-3%	9%
#3 CCCCC(=O)Nc1ccc(NC(=O)C(C)C)cn1
  -17%	13%	0%	-1	-5%	2%	-3%	5%	9%
#4 CCOc1ccc(NC(=O)CN(c2ccc(OC)cc2)S(=O)(=O)c2cccs2)cc1
  .	-2%	0%	-5	5%	-9%	-2%	-3%	.
#5 CC(=O)[C@H]1CC[C@H]2[C@@H]3CCC4=CC(=O)CC[C@]4(C)[C@H]3[C@H](O)C[C@]12C
  -9%	-9%	-6%	-2	32%[activator]	3%	1%	-17%	1%
#6 Cc1ccc(Cn2c(C(CO)Nc3nc(-c4ccc(F)cc4)cs3)nc3ccccc32)cc1 (centres undefined)
  .	?	-23%	3	.	-13%	-38%	2%	.
#7 O=C(c1cccc([N+](=O)[O-])c1)N1c2ncnn2C2(CCCCC2)[C@@H]2CCCC[C@@H]21
  4%	3%	?	-5	.	-6%	12%	0%	-14%
#8 CCCNc1nc(-c2cc(-c3ccc(Cl)cc3)on2)cc(C(C)C)n1
  -9%	-13%	-1%	-5	-2%	-4%	23%	-4%	31%
#9 CSc1sc(C(=O)O)c(C)c1C(C)=O
  -1%	-6%	0%	-2	-10%	12%	-8%	-2%	-5%
#10 Cc1cc(C)c(S(=O)(=O)NCC(c2cccnc2)N2CCN(Cc3ccccc3)CC2)c(C)c1 (centres undefined)
  -7%	-22%	-7%	0	-11%	-6%	-5%	7%	2%
#11 CCCN(CCC)CCCNC(=O)c1cn(CC)c2ccc(S(=O)(=O)N3CCc4ccccc4C3)cc2c1=O
  -12%&-7%	-13%&2%	3%&-19%	-3&6	4%	8%&5%	-15%&8%	11%&4%	16%&38%
#12 COc1ccc(NS(=O)(=O)c2cccc(C(=O)Nc3ccccc3C(=O)O)c2)cc1
  -3%	-5%	?	-4	6%	5%	1%	4%	20%
#13 COc1ccc2c(c1)c1c(c(=O)n(-c3ccc(C)cc3)c(=O)n1CC(=O)Nc1cc(C)ccc1C)n2C
  48%[activator]	0%	-23%	-6	.	-8%	38%	2%	0%
#14 CCOc1ccccc1/C=N/n1c(C2CCCCC2)n[nH]c1=S
  8%	-28%	0%	-4	10%	-24%[60.1 µM]	-49%	-9%	-10%
#15 CC(=O)Nc1cccc(NC(=O)Cc2ccc3ccccc3c2)c1
  2%	-15%	?	-3	7%	-8%	-22%	-11%	7%
#16 COc1ccc(S(=O)(=O)NCC(c2cccnc2)N2CCN(Cc3ccccc3)CC2)cc1 (centres undefined)
  -12%	-3%	1%	-1	7%	3%	-13%	9%	-1%
#17 Cc1ccc(Cc2cncc(O)c2)cc1S(=O)(=O)O
  0%	25µM*	?	0	?	-26%	18%	0%	?
#18 CCOc1ccc(N2CC(C(=O)NCCc3ccc(S(N)(=O)=O)cc3)CC2=O)cc1 (centres undefined)
  3%	-1%	?	-11	2%	-4%	-7%	3%	0%
#19 Cc1ccccc1C(N)c1ccncc1 (centres undefined)
  0%	4%	?	-12	15%	-20%	10%	-5%	0%
#20 CS(=O)(=O)c1ccc(C(=O)OCc2nnc(-c3ccccc3)o2)cc1[N+](=O)[O-]
  -15%	?	1%	-2	-7%	-2%	-29%	-4%	0%
#21 CC(=O)c1ccccc1C(=O)N1CCCC(CNC(=O)c2ccccc2Cl)C1 (centres undefined)
  -1%	-19%	-9%	-4	-6%	-19%	-36%[56.9 µM]	7%	0%
#22 COC(OC)C1Nc2ccccc2C(=O)N1c1ccc(F)cc1 (centres undefined)
  .	-4%	?	-9	36%	-8%	35%	-5%	.
#23 O=C1c2ccccc2C(=O)N1Cc1ccccn1
  -22%	-14%	-5%	-8&0	0%	-2%	-16%	-6%	10%
#24 COc1ccc(C(=O)N2CC(=O)N(CCc3ccccc3)C(=O)C2)cc1OC
  -11%	2%	-6%	-1	2%	-9%	-30%	11%	0%
#25 CCOc1cccc(NC(=O)C2CC(=O)N(C)C(=Nc3cccc(OC)c3)S2)c1 (centres undefined)
  207%[activator]	-14%	-12%	2	.	-22%	20%	-4%	12%
#26 CCCCn1c(=N)c(S(=O)(=O)c2ccccc2)cc2c(=O)n3cccc(C)c3nc21
  0%	-23%	3%	-1	.	-8%[60.1 µM]	-5%	-2%	-27%
#27 COc1cc2c(cc1OC)-c1cc(OCc3cccnc3)nc(=O)n1CC2
  -11%	13%	13%	0	7%	-11%	15%	5%	17%
#28 CCCn1ncc(CN2CCC(n3nccc3NC(=O)c3ccccc3OC)CC2)c1C
  -17%	-10%	16%	-1	22%	-1%	1%	-3%	4%
#29 CCn1cnc2cc(NCc3ccc(OC)cc3)ccc21
  -23%	-7%	-24%	27	2%	-9%	-28%	-14%	7%
#30 O=c1[nH]ccc2c(O)cccc12
  .	-6%[57.1 µM]	12%	-7	?	-7%[60.1 µM]	3%[56.9 µM]	-1%	15%[57.1 µM]
#31 COc1ccc(OC)c(NC(=O)CSc2ncc3c(n2)-c2ccccc2N(C)S3(=O)=O)c1
  -1%	-16%	?	-9	.	-12%	5%	4%	-1%
#32 O=C(CSc1ccc2nnc(-c3cccc(F)c3)n2n1)NCC1CCCO1 (centres undefined)
  -6%	-5%	3.5µM*	-2	13%	0%	-22%	4%	36%
#33 Cc1nc2ccc(NC(=O)Cc3ccc4c(c3)OCCO4)cc2s1
  ?	-11%	-12%	1	0%	-11%	19%	6%	-2%
#34 CC1=C(C#N)C(c2cccnc2)C2=C(CCCC2=O)N1 (centres undefined)
  224%[activator]	-16%	0%	-8	-3%	-8%	2%[11.4 µM]	1%	2%
#35 Cc1cn2c(=O)cc(COC(=O)c3cccc(NC(=O)c4ccccc4Cl)c3)nc2s1
  -12%	-16%	-9%	-9	.	-5%[60.1 µM]	4%	-2%	-2%
#36 CN(C)S(=O)(=O)c1ccc(NC(=O)CN2CCN(C(c3ccccc3)c3ccccc3)CC2)cc1
  -7%	-9%	6%	-11	-3%	-5%	20%	-3%	25%
#37 O=C1O[C@@H](c2ccc(O)cc2)Cc2cccc(O)c21
  .	-13%	-7%	-1	16%	1%	-7%	-1%	.
#38 Cc1nnc(N/N=C/c2cccc(OCc3ccc(Cl)c(Cl)c3)c2)n1N
  ?	?	18µM*	48	-8%	-6%	-36%	-5%	-8%
#39 CCOc1ccc(Nc2oc(-c3ccccc3Cl)nc2C#N)cc1
  53%[activator]	-9%	1%&0%	1&0	7%	-20%	4%	-2%	54%
#40 COc1ccc(CNC(=O)CN(Cc2ccc(Cl)cc2)S(C)(=O)=O)cc1
  -3%	-23%	1%	-1	-2%	-12%	-13%	-5%	11%
#41 CCOC(=O)c1c(N)sc2c(OCC)c(Br)ccc12
  -13%	-17%	-32%	6	1%	-13%	12%	.	-30%
#42 CCc1c(O)nc(SCC(=O)NCc2ccco2)[nH]c1=O
  -6%	-1%	-4%	-18	-5%	-28%	35%	-5%	-4%

An excerpt from above in order of their number in APEX1 inh, smallest number first.
Value order – Anesthetic bind	POLH inh	ALOX12 inh	LDHA block	APEX1 inh	Pol kappa inh	RGS4 inhibitor	ERG Ets-DNA blk	POLB inh
#33 Cc1nc2ccc(NC(=O)Cc3ccc4c(c3)OCCO4)cc2s1
  ?	-11%	-12%	1	0%	-11%	19%	6%	-2%
#24 COc1ccc(C(=O)N2CC(=O)N(CCc3ccccc3)C(=O)C2)cc1OC
  -11%	2%	-6%	-1	2%	-9%	-30%	11%	0%
#32 O=C(CSc1ccc2nnc(-c3cccc(F)c3)n2n1)NCC1CCCO1 (centres undefined)
  -6%	-5%	3.5µM*	-2	13%	0%	-22%	4%	36%
